FLuc counter: firefly luciferase modulation, counter-screen for miR-21 project; P08659; purified FLuc, Km substrates, luminescence inhibition; Potency, µM (series often up to 57.5 µM), for inactives: at the top dose activity change, negative = inhibition, usual class: inhibitors; actives 6.9% (n = 360,000); AID 588342; active means well fitted inhibition curve with a large enough effect; inconclusive means small, poorly fitted or top-dose-only effect;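 further: plate controls were vehicle for no effect and reference inhibitor for full effect; nearly all actives have a fitted effect of over 55% in size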
Target sequence (P08659 whole entry, looked up): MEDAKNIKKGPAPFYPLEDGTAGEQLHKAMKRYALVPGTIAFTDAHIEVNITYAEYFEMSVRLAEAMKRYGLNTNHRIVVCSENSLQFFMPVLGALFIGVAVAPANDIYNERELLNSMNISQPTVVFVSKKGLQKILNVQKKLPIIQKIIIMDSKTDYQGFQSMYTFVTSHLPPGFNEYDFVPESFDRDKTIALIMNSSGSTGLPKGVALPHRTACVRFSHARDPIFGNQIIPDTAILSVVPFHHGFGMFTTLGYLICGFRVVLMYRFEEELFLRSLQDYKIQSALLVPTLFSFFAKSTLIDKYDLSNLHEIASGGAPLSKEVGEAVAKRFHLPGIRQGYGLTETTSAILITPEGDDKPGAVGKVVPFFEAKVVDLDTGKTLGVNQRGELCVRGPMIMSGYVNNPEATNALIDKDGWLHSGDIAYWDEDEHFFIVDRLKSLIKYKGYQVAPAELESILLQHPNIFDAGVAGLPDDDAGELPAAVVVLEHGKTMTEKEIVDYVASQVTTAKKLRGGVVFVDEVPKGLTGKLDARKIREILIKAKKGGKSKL
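Biochemical qHTS of compounds, final roughly 60 µM downward over six points, against 10 nM purified firefly luciferase using Km concentrations of substrates (10 uM D-luciferin, 10 uM ATP) in Tris acetate pH 7.5 buffer; luminescence output.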
Numbers without * were called inactive; u = inconclusive. Potency means the concentration at half of the fitted maximal effect. This is a subset. The share of hits here may be higher or lower than overall.

SMILES | FLuc counter
CCOc1ccc(-c2cc(C(=O)NCCc3ccc(OC)c(OC)c3)c3c(-c4ccc(F)cc4)[nH]nc3n2)cc1 | -3.7%
O=C(Nc1nc2n(n1)C(c1ccc(F)cc1)C=C(c1ccccc1)N2)c1cccc([N+](=O)[O-])c1 (centres undefined) | 0.4%
CCOC(=O)c1c(NC(=O)CS(=O)(=O)c2ccc(C)cc2)sc2c1CCCCC2 | u
COc1ccc(-n2nc(C(=O)N3CCN(c4ccc(F)cc4)CC3)c3c4ccccc4n(C)c3c2=O)cc1 | -1.1%
CCNC(=O)c1ccc2nc(Cc3ccccc3)oc2c1 | -16.7%
Cc1ccc(NC(=O)C(=O)NCC(c2cccnc2)N2CCN(Cc3ccccc3)CC2)cc1F (centres undefined) | -6.0%
CCc1ccc(S(=O)(=O)c2cn(C)c3cc(F)c(F)cc3c2=O)cc1 | -3.3%
CCc1ccccc1NC(=O)Cn1nnc(C(=O)Nc2ccc(C)c(F)c2)c1N | -1.9%
Cc1cccc(-c2nc(Cn3c(=O)cc(-c4ccccc4)c4c(C)nn(C)c43)c(C)o2)c1 | 0.8%
CCc1ccc(C2CC(=O)c3c([nH]c(C(=O)OC4CCCC4)c3C)C2)cc1 (centres undefined) | -5.3%
CCOC(=O)c1c(-c2ccccc2)csc1NC(=O)c1cc(-c2ccc(F)cc2)on1 | 2.8%
O=C(NCc1ccccc1)C(=O)NCC(c1ccco1)S(=O)(=O)c1cccs1 (centres undefined) | -1.7%
CC(C(=O)NCc1cccc(Br)c1)n1ncn2cccc2c1=O (centres undefined) | 13.5µM*
O=[N+]([O-])c1cc(-c2nc(-c3cccnc3)no2)ccc1NCc1ccccc1 | u
COc1ccc2c(c1)c(=O)c(S(=O)(=O)c1ccc(Cl)cc1)cn2Cc1cc(C)ccc1C | 0.6%
O=C(Nc1ccc2oc(-c3cccnc3)nc2c1)c1ccc(-c2ccc(OC(F)(F)F)cc2)o1 | 6.9%
COc1ccccc1CCNC(=O)C(=O)NCC(c1cccs1)S(=O)(=O)c1ccc(C)cc1 (centres undefined) | -4.9%
CCOC(=O)c1c(C)[nH]c(CCC(=O)Nc2ccccc2OCC)c1C | 2.6%
COc1ccc(CCNC(=O)c2nc(SCc3ccc(C)cc3)ncc2Cl)cc1OC | -3.5%
CC(C)OCCCNc1sc(S(=O)(=O)c2ccccc2)nc1S(=O)(=O)c1ccc(Cl)cc1 | 3.9%
COc1ccc(CCCc2nnc(SCC(=O)Nc3cccc(F)c3C)o2)cc1 | u
Cc1ccc(-c2nc3ccccc3o2)cc1NC(=O)Cc1ccc(Cl)cc1 | -1.9%
CC(=O)Nc1ccc(Nc2nc3ccc(Cl)cc3n3cnnc23)cc1 | -0.6%
COc1ccc(N2CCN(C(CNC(=O)C(=O)NCc3cccnc3)c3cccnc3)CC2)cc1 (centres undefined) | -9.6%
CC(C)C(=O)NC1CC(=O)N(c2ccc3c(c2)OCCO3)C1 (centres undefined) | -0.7%

Seven compounds drawn at random from the list so far, as already listed:
SMILES | FLuc counter
O=C(NCc1ccccc1)C(=O)NCC(c1ccco1)S(=O)(=O)c1cccs1 (centres undefined) | -1.7%
CCc1ccccc1NC(=O)Cn1nnc(C(=O)Nc2ccc(C)c(F)c2)c1N | -1.9%
CC(C)OCCCNc1sc(S(=O)(=O)c2ccccc2)nc1S(=O)(=O)c1ccc(Cl)cc1 | 3.9%
Cc1ccc(NC(=O)C(=O)NCC(c2cccnc2)N2CCN(Cc3ccccc3)CC2)cc1F (centres undefined) | -6.0%
COc1ccc(CCNC(=O)c2nc(SCc3ccc(C)cc3)ncc2Cl)cc1OC | -3.5%
O=C(Nc1nc2n(n1)C(c1ccc(F)cc1)C=C(c1ccccc1)N2)c1cccc([N+](=O)[O-])c1 (centres undefined) | 0.4%
COc1ccc(CCCc2nnc(SCC(=O)Nc3cccc(F)c3C)o2)cc1 | u

Remaining list, next part:
SMILES | FLuc counter
CC1=C(C(=O)Nc2ccccc2)C(c2ccccn2)n2nc(SCc3ccccc3Cl)nc2N1 (centres undefined) | -0.7%
Cc1cc(C)cc(N(CC(=O)NCCc2ccc(Cl)cc2)S(=O)(=O)c2c(C)noc2C)c1 | 2.1%
Cc1ccc(-n2c(=O)c3c(C)c(C)sc3n(CC(=O)c3ccc(Cl)cc3)c2=O)cc1C | 3.0%
CCS(=O)(=O)N1CC(=O)N(c2ccc(Cl)cc2C)C(C)(C(=O)NC2CCCCC2)C1 (centres undefined) | -0.4%
COc1ccccc1NC(=O)C1=C(C)Nc2nnnn2C1c1ccc(C(F)(F)F)cc1 (centres undefined) | -10.6%
Cc1nnc(N2CCC(C(=O)NCc3ccc(N(C)C)cc3)CC2)c2nn(-c3ccccc3)c(C)c12 | -9.7%
COc1cc(NC(=O)CSc2nc(-c3ccc(C)cc3)nc3c2Cc2ccccc2O3)cc(OC)c1 | 1.5%
O=C(NCc1ccccc1Cl)c1ccc(CS(=O)(=O)c2ccc(Br)cc2)o1 | -6.9%
Cc1cccn2c(=O)c3cc(C(=O)N(Cc4ccccc4)C(C)C)sc3nc12 | -1.1%
O=C(c1cccs1)N1CCCc2cc(NS(=O)(=O)c3ccc(Cl)cc3)ccc21 | u
O=C(CSc1nc(-c2cccs2)nc2cc(=O)[nH]n12)Nc1ccccc1 | u
Cc1ccc(CNC(=O)c2cccn2-c2nnc(N3CCCCC3)s2)cc1 | -2.0%
CC(C)CCN(C(=O)Nc1ccc(Cl)c(Cl)c1)C1CCN(C(C)C)CC1 | 1.9%
Cc1ccc2[nH]c(=O)c3cc(C(=O)NCCc4ccc(Cl)cc4)sc3c2c1 | 7.8%
CCOC(=O)c1cc(-c2ccccc2)n(CCC(=O)NCCc2cccc(C)c2)c1C | -8.4%
CCc1cccc(CC)c1NC(=O)c1c(C)oc2ccc(O)c(CN3CCCC3)c12 | 0.3%
Cc1ccc(C)c(N2CCN(c3ccc(NC(=O)c4cccs4)cc3C(=O)O)CC2)c1 | 1.8%
Cc1ccc(NC(=O)C(C)n2nnc3sc4c(c3c2=O)CCCC4)cc1Cl (centres undefined) | -13.1%
Cc1ccc(-n2c(=O)c3c(cnn3C)n(CC(=O)Nc3cccc(Cl)c3)c2=O)cc1 | 2.9%
CCCNS(=O)(=O)c1cc(-c2nnc3c4ccccc4c(C)nn23)ccc1OC | 1.8%
CCOC(=O)C1CCN(C(c2cccc(F)c2)c2c(O)cc(C)n(CCOC)c2=O)CC1 (centres undefined) | -1.6%
CCc1cc(=O)[nH]c(SCc2nc(-c3ccccc3)no2)n1 | u
Cc1ccc(-c2c(C)n3c4c(=O)n(C)c(=O)n(C)c4nc3n2-c2cccc(O)c2)cc1 | -14.9%
O=c1c2ccccc2nc(-c2ccc(Cl)cc2)n1CCCOc1ccccc1F | 0.8%
CCCN(C(=O)Cn1nc(Cc2cccnc2)c2ccccc2c1=O)c1ccc(C(C)C)cc1 | -10.4%
(list continues)
SMILES | FLuc counter
CCCCc1nn2c(=O)cc(COC(=O)c3cccc(NC(=O)c4cccc(C)c4)c3)nc2s1 | -9.2%
O=C(NCc1ccccc1Cl)c1cc2c(s1)-c1ccc(Cl)cc1SC2 | -11.2%
Cc1cccc(C(c2sc3nc(-c4ccco4)nn3c2O)N2CCN(c3ccccc3)CC2)c1 (centres undefined) | u
COc1cccc(NC(=O)c2csnn2)c1 | -19.5%
CCc1ccc(CNC(=O)c2c3c(nc4ccccc24)C(=O)N(C2CCCCC2)C3)cc1 | -14.3%
COCCCNC(=O)c1c(NC(=O)Cc2coc3cc(C)ccc23)sc2c1CCCC2 | -16.8%
O=C(CSc1nc(=O)n(Cc2ccco2)c2c1CCC2)NCc1ccc(Cl)cc1 | -17.4%
Cc1ccc(C(=O)N2CCN(c3cccc(Cl)c3)CC2)cc1-n1c(C)nc2cccnc21 | -1.6%
CCN(C(=O)c1cc2c(=O)oc3ccccc3c2s1)c1cccc(C(F)(F)F)c1 | -0.4%
Cc1cccc(CNC(=O)c2oc3c(c2C)-c2nn(Cc4cccc(Cl)c4)cc2CC3)c1 | 3.6%
Cc1ccc(C)c(N2CCN(C(=O)Cn3c(=O)c4cccn4c4ccc(F)cc43)CC2)c1 | 2.7%
Cc1nc(-c2ccc(F)cc2)sc1CCNC(=O)c1ccccc1C(F)(F)F | -9.3%
CCOC(=O)c1c(C)[nH]c(C)c1S(=O)(=O)N1CCC(C(=O)Nc2ccc(C)cn2)CC1 | 5.0%
CCc1ccccc1NC(=O)CCc1c(C)nc2cc(-c3ccccc3)nn2c1C | 2.3%
COC(=O)c1ccc(NC(=O)CSc2nc(=O)[nH]c3c2CCCC3)cc1 | 0.6%
CCCCc1nn2c(=O)cc(CN(CC)c3ccccc3)nc2s1 | -12.5%
CC(C)(C)C1CCc2c(sc(NC(=O)c3ccncc3)c2C(=O)Nc2ccccc2Cl)C1 (centres undefined) | u
Cc1c(C(=O)Nc2cccc(Cl)c2)oc2ccc(S(=O)(=O)N3CCOCC3)cc12 | 2.2%
Cc1ccc(C)c(CN2C(=O)c3ccccc3S(=O)(=O)c3ccc(C(=O)NCc4ccccc4)cc32)c1 | -0.1%
COc1ccc(CCCc2nnc(SCC(=O)Nc3ccc(F)cc3)o2)cc1C | 5.0%
Cc1cc(-c2ccc(S(=O)(=O)Nc3ccc(Cl)cc3C)cc2)on1 | u
CCc1ccc(Nc2ncnc3sc4c(c23)CCCC4)cc1 | -13.5%
COc1ccc(NC(=O)CN2C(=O)COc3ccc(S(=O)(=O)N4CCCCC4)cc32)cc1Cl | -14.5%
Cc1ccc2c(CN3CCN(Cc4ccccc4Cl)CC3)cc(=O)oc2c1 | -7.3%
Cc1cc(C)cc(NC(=O)N2CCC(N3CCN(Cc4ccccc4)C(=O)C3=O)CC2)c1 | -3.0%

The last 5 entries of the section above are carried over, then new ones follow:
SMILES | FLuc counter
Cc1cc(-c2ccc(S(=O)(=O)Nc3ccc(Cl)cc3C)cc2)on1 | u
CCc1ccc(Nc2ncnc3sc4c(c23)CCCC4)cc1 | -13.5%
COc1ccc(NC(=O)CN2C(=O)COc3ccc(S(=O)(=O)N4CCCCC4)cc32)cc1Cl | -14.5%
Cc1ccc2c(CN3CCN(Cc4ccccc4Cl)CC3)cc(=O)oc2c1 | -7.3%
Cc1cc(C)cc(NC(=O)N2CCC(N3CCN(Cc4ccccc4)C(=O)C3=O)CC2)c1 | -3.0%
CC1(C)CC(=O)c2cc(-c3nc(-c4ccc(Br)cc4)cs3)c(=O)n(-c3ccccc3)c2C1 | -0.7%
O=C(O)CSc1c2c(nc3cc(C(=O)Nc4ccc(F)c(Cl)c4)ccc13)CCC2 | u
CN(Cc1ccccc1)c1ncnc2onc(-c3ccc(F)cc3)c12 | -17.8%
CCCCN(CC)CCCNC(=O)c1nn(-c2ccc(OC)cc2)c(=O)c2c1c1ccccc1n2C | 0.4%
Cc1cc(Br)cc(C)c1NC(=O)c1cnc2ccccn2c1=O | -1.9%
Cc1cccc(C)c1NC(=O)Cn1c(SCC(=O)NCc2ccccc2)nc2ccccc21 | 2.4%
O=C(Nc1cccc(C(F)(F)F)c1)c1cccc(C(=O)Nc2cccc(C(F)(F)F)c2)c1 | -0.5%
COc1ccc(CNC(=O)CSc2ncc3c(n2)-c2cc(Cl)ccc2N(Cc2ccccc2)S3(=O)=O)cc1 | -1.3%
CC(Oc1ccccc1)C(=O)Nc1ccc(C(=O)OCc2cc(=O)n3nc(C4CC4)sc3n2)cc1 (centres undefined) | -9.3%
COc1ccccc1NC(=O)CSC1=Nc2ccccc2C2=NC(CC(=O)NCc3ccc4c(c3)OCO4)C(=O)N12 (centres undefined) | -11.3%
O=C(NCCS(=O)(=O)N1CCN(c2ccc(F)cc2)CC1)c1cccc(C(F)(F)F)c1 | 2.8%
Cn1c(=O)c2c(nc(NCCc3ccccc3)n2Cc2cccc(Br)c2)n(C)c1=O | -11.7%
CC(C)(C)C1CCc2nc(NC(=O)c3ccc([N+](=O)[O-])cc3)sc2C1 (centres undefined) | -13.7%
O=C(NCc1cccc(Br)c1)C1CCCCN1S(=O)(=O)c1ccc(F)cc1 (centres undefined) | -8.7%
CC(C)c1ccc(OCC(O)CN2CCN(c3ccc(F)cc3)CC2)cc1 (centres undefined) | -5.1%
CCc1ccccc1NC(=O)CCC(=O)N1CC(C)Oc2ccc(C)cc21 (centres undefined) | 1.0%
Cc1ccc2oc(C(=O)Nc3c(C(=O)Nc4cccc(Cl)c4)oc4ccccc34)cc(=O)c2c1 | 0.2%
Cc1cc2c(n1-c1ccc(C(=O)NCc3cccc(Br)c3)cc1)CCC(C)C2 (centres undefined) | -7.3%
O=S(=O)(Nc1cccc(-c2ccc(N3CCOCC3)nn2)c1)c1ccccc1C(F)(F)F | 7.57µM*
COc1ccc(Cc2nc3ccc(C(=O)NCc4cc(Br)ccc4OC)cc3o2)cc1 | -0.8%
CC1=C(C(=O)OCc2ccccc2)C(c2cccc(Cl)c2Cl)CC(=O)N1 (centres undefined) | 2.8%
COc1ccccc1C(=O)Oc1ccc(C(c2c(C)[nH][nH]c2=O)c2c(C)[nH][nH]c2=O)cc1 | u
Cc1cccc(N2CCN(C(=O)c3noc4c3CCCCC4)CC2)c1C | 2.2%
COc1cc(NS(=O)(=O)c2ccc(NC(=O)COc3ccc(Cl)cc3Cl)cc2)nc(OC)n1 | u
COCCCNC(=O)c1sc2nc3n(c(=O)c2c1C)CCC3 | 3.8%
CCOC(=O)c1cnc2ccc(C)cc2c1Nc1ccc(N(CC)CC)cc1 | u
CN(C)CCNC(=O)c1ccc(-n2c(-c3ccccc3)cc3c2CCCC3)cc1 | -9.5%
CCCCNc1nc(Oc2ccc(=O)n(C)n2)nc(N(C)C)n1 | 1.3%
Cc1cccc(NC(=O)CN2C(=O)c3cccc4cccc2c34)c1C | 1.0%
CN1CCN(C2(CNC(=O)COc3ccc(C(C)(C)C)cc3)CCCCC2)CC1 | -0.7%
